# MT stabilizer: stabilizes microtubules in HeLa cells; % tubulin-high responders, % at 10 µM; HeLa tubulin immunostaining HCS, 24 h; share of cells brighter than vehicle mean+2SD; 200,000 compounds, 0.83% hits; AID 2205;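 active = plate Z-score above 3 for both tubulin-high and condensed-nucleus cell shares, with cell loss under 80%, at 10 µM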;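 note: anti alpha tubulin signal scored within the nucleus-defined area of each cell; some results filed as inactive read as strong as hits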
# WT yeast gro inh: growth inhibition of WT yeast, mitochondrial fusion screen; mitochondrial fusion phenotypic screen, WT strain; inhibition, % at 10 µM; 190,000 compounds, 2.1% hits; AID 1362; in the data active = inhibition above about 58%; tested in S. cerevisiae
# Yfh1-depleted yeast: mitochondrial function rescue without frataxin homolog – Friedreich's ataxia, plus single-dose screen, dose response (AID 1465); one-dose fold induction at 50 µM; EC50 in µM for titrated hits; S. cerevisiae Yfh1-off respiration, WST-1 reduction, 72 h; higher fold induction means a stronger effect; 220,000 compounds, 0.074% hits;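 active = fold induction of absorbance versus untreated yeast above a set limit, then at least 30% activation at any dose in follow-up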;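 note: activators that raise dye reduction in frataxin-depleted yeast; strong numbers were not always called active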
# b-catenin transl: beta-catenin nuclear translocation modulation; HeLa beta-catenin nuclear translocation, immunofluorescence imaging; nuclear translocation activity, % at 5 µM; 190,000 compounds, 0.3% hits; AID 1665;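 active = nuclear translocation activity above 50% at 5 µM, with a well cell count of 50 or more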;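 note: per-cell ratio of nuclear to cytoplasmic median beta-catenin stain intensity; plate controls were DMSO negative control for no effect and GSK-3 inhibitor IX positive control for full effect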
#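 Test system: HeLa cells, endogenous beta-catenin; Compound: single 5 µM dose plus 0.02–20 µM confirmation series; Times: compound exposure 24 h at 37°C; Signal: fluorescence imaging of beta-catenin antibody stain plus DAPI; Read-out: % activation, nuclear-to-cytoplasmic median beta-catenin signal ratio per cell.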
# Autophagy HCS: alters autophagy in cells | MEF GFP-LC3 puncta imaging; test concentration mostly 10 µM | calls only at 10 µM (by protocol) | 190,000 compounds, 0.98% hits | AID 463193;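 active = percentage of spot-positive cells more than 3 SD above its plate mean, without a fluorescence outlier flag or 80% toxicity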;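 note: spot-positive cell cutoff set from DMSO-treated cells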
# Dynein cargo inh: blocks dynein driven cargo transport along microtubules; 220,000 compounds, 0.47% hits; z-score, hits read low; 3617.4 mouse cells, GR-EGFP nuclear translocation imaging; test concentration mostly 20 µM; stimulated with dexamethasone, 1 µM; active compounds read low;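 active = plate z-score of nuclear minus cytoplasmic receptor signal below a set negative limit, without overly bright fluorescence or cell loss, cut at about -3.5 in these data, passing the limit was not always enough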;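 note: z-score of nuclear minus cytoplasmic ring GR-EGFP intensity difference per well; some compounds called inactive have numbers as strong as hits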
#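 Medium: Induction medium lacking tetracycline, stripped serum | Probe or stimulus: 1.0 µM final dexamethasone stimulus | Schedule: 48 h induction, then 1 h compound, then 30 min agonist, 37 °C | Signal: Automated 10x imaging of fixed Hoechst-stained cells | Evaluation: Per-cell GR-EGFP intensity, nucleus versus surrounding cytoplasmic ring, well-averaged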
# PMI inhibition: MPI inhibition at elevated mannose 6-phosphate – biochemical, fluorescence intensity, high mannose 6-phosphate, primary screen (AID 1220); recombinant PMI enzyme, coupled fluorescence intensity; higher % means a stronger effect; one-dose inhibition, % at 20 µM; IC50 in µM for titrated hits; 190,000 compounds, 0.66% hits
# Insulin prom up: MIN6 insulin promoter up-regulation | z-score at 5 µM | 190,000 compounds, 0.3% hits | MIN6 insulin promoter-GFP reporter, high-content imaging; active compounds read high | AID 1625;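 active = z-score above 3 at 5 µM with at least 500 cells counted in the well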
# PMI inhibitors: MPI enzyme activity inhibition – biochemical, fluorescence intensity, coupled assay, primary screen (AID 1209). purified PMI enzyme, coupled fluorescence intensity; higher % means a stronger effect. one-dose inhibition, % at 20 µM; IC50 in µM for titrated hits. 190,000 compounds, 0.42% hits;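 note: plate controls were DMSO vehicle for no effect and wells lacking substrate for full effect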
# WT yeast gro inh mutant strain: also measured in WT yeast gro inh; calls as there; inhibition, %; mitochondrial fusion phenotypic screen, mutant strain inhibition
# Dynein cargo inh cytoplasmic EGFP: second read-out of Dynein cargo inh, no call of its own (marks repeat the call); z-score; measured here: cytoplasmic GR-EGFP intensity; active compounds read high
# Dynein cargo inh nuclear GR-EGFP: recorded beside Dynein cargo inh, whose call it bears; z-score; measured here: nuclear GR-EGFP intensity;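 lower value marks the stronger effect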
# Dynein cargo inh cell count: recorded beside Dynein cargo inh, whose call it bears; z-score; measured here: cell count per field
# Insulin prom up cell count: recorded beside Insulin prom up, whose call it bears; cell count; measured here: cytotoxicity, nuclei count;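 total cells summed across four imaged fields per well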
# b-catenin transl cell count 5 µM: further read-out of b-catenin transl, marked with its call; cell count; measured here: cell count, cytotoxicity flag
# MT stabilizer Hoechst-high %: further read-out of MT stabilizer, marked with its call; % Hoechst-high responders; measured here: nuclear condensation Hoechst responders;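 share of cells brighter than vehicle mean plus two SD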
# MT stabilizer cytotoxicity %: further read-out of MT stabilizer, marked with its call; toxicity, %; measured here: cytotoxicity by cell density;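 0% = mean cell density of plate MIN control wells and 100% = no cells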
# Autophagy HCS cell loss 18 h: second read-out of Autophagy HCS, no call of its own (marks repeat the call); toxicity, %; measured here: cell loss, nuclei count;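 cell loss after 18 h compound exposure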
# Starred values were filed as active, the others as inactive; i = inactive; . = no result given; + = active, no number. Cut-off read from the data, not from the text of the source, unless noted: active = inhibition above about 50%; inactive = the rest.
SMILES,MT stabilizer,MT stabilizer Hoechst-high %,MT stabilizer cytotoxicity %,WT yeast gro inh,WT yeast gro inh mutant strain,Yfh1-depleted yeast,b-catenin transl,b-catenin transl cell count 5 µM,Autophagy HCS,Autophagy HCS cell loss 18 h,Dynein cargo inh,Dynein cargo inh cytoplasmic EGFP,Dynein cargo inh nuclear GR-EGFP,Dynein cargo inh cell count,PMI inhibition,Insulin prom up,Insulin prom up cell count,PMI inhibitors
Oc1ccc(Nc2nc(-c3ccc4ccccc4c3)cs2)cc1,3.0,2.6,2.9,58,69,i,.,.,+,70*,-3.2,0.0031,-1.8,0.58,4%,.,.,12%
CCOC(=O)C1(Cc2ccccc2)CCN(Cc2cn(CC(=O)OC)c3ccccc23)CC1,2.5,2.6,5.1,18,7,i,-3.0,1001,i,-29,1,-0.13,0.68,-0.77,7%,0.39,1481,12%
Cc1nn(Cc2c(Cl)cccc2Cl)c(C)c1NC(=O)/C=C/c1cnn(C)c1C,3.3,1.9,5.2,14,7,i,0.1,1330,i,-18,-0.63,-0.045,0.37,1.1,10%,0.2,1641,-8%
COc1ccc(C2CC3(CC(C)(C)NC(=S)N3)Oc3cc(O)cc(C)c32)cc1 (stereo unspecified),1.7,2.1,11,-10,16,i,-1.8,1149,i,-3,0.45,-0.23,0.35,-0.64,6%,-0.04,1378,8%
CCN1CNC(=S)N(C(C)c2ccccc2)C1 (stereo unspecified),3.9,3.5,9.4,-7,-8,i,-0.7,1174,i,0,1,0.033,0.88,-0.68,8%,-0.13,1407,11%
c1ccc2c(c1)CCCN2Cc1nnnn1CC1CCCO1 (stereo unspecified),1.8,1.2,10,-4,-7,i,-0.1,1147,i,-11,-0.68,-0.16,-0.44,0.71,-111%,-0.03,1290,-46%
Cc1cc2c(ccc3[nH]onc32)n1,8.8,3.6,8.7,19,27,i,.,.,i,24,0.61,-0.21,0.47,0.11,32%,.,.,8%
CCCn1c(SCC(=O)NCc2ccc(OC)cc2)n[nH]c1=O,2.9,0.4,6.9,11,5,i,-3.1,1131,i,-13,0.008,-0.22,-0.34,0.34,11%,-0.42,1566,18%
CCC(C)n1c(=S)[nH]c2c(sc3ccc([N+](=O)[O-])cc32)c1=O (stereo unspecified),3.5,1.2,1.7,68*,64*,i,-5.9,593,i,0,0.26,-0.19,0.23,0.45,-3%,-0.21,1253,-3%
COC(=O)CSc1nc(NC(C)C)nc(N(C)C)n1,3.7,2.3,8.8,-14,-11,.,-3.1,1061,i,-4,1.2,-0.075,0.65,-0.56,-10%,-0.32,1142,-8%
CN=C1S/C(=C\c2ccc(N3CCOCC3)cc2C)C(=O)N1C,3.7,2.7,5.6,-18,-15,i,-0.8,866,i,2,-0.48,-0.23,-0.48,0.57,14%,0.33,1221,26%
Cc1ccc(C(CCNC(C)c2cccs2)c2ccco2)cc1 (stereo unspecified),.,.,.,.,.,i,3.5,1283,.,.,0.13,-0.24,0.009,-0.0057,.,-1.6,997,.
CNC(=O)COc1ccc(Nc2nnc(C)c3ccccc23)cc1,.,.,.,.,.,i,-1.0,1288,.,.,0.7,-0.26,0.32,-0.21,.,-0.41,1402,.
Clc1ccc(-c2noc(CCCOc3ccccc3)n2)cc1,2.8,1.8,9.4,9,-36,i,.,.,i,-4,-1.2,-0.27,-1.4,0.32,4%,.,.,9%
O=C(Nn1cc(C(=O)N2CCN(c3ccccc3F)CC2)c2ccccc2c1=O)c1cnccn1,2.2,2.0,14,24,11,.,-2.4,1441,i,29,0.029,-0.11,-0.096,0.59,16%,0.82,1217,13%
CC1(C)CC(=O)c2cc(O)ccc2O1,2.6,1.1,8.1,-17,-12,i,-1.0,542,i,32,-0.76,-0.17,0.14,0.9,7%,0.25,1273,11%
Cc1ccc(-n2c(=O)c3sccc3n(CC(=O)NCc3ccco3)c2=O)cc1,3.9,2.0,6.5,-11,-10,i,-1.1,1143,i,-2,0.0075,-0.16,0.69,2.2,0%,1.2,1707,4%
CC(C)(C)NC(=O)c1cc(NC(=O)c2ccco2)cc(NC(=O)c2ccco2)c1,2.0,1.7,7.1,21,14,.,-9.2,973,i,-11,-0.93,-0.21,-0.3,1.4,-4%,-0.42,1497,-16%
Cn1c(=O)c2c(nc(N3CCN(c4ccccn4)CC3)n2Cc2ccc(Cl)cc2Cl)n(C)c1=O,2.0,2.5,7.2,-3,-1,.,1.6,1308,i,0,0.9,-0.066,-0.055,-1.1,-5%,0.04,1533,0%
O=C(CCCSc1nc2ccccc2[nH]1)NC(c1ccccc1)c1ccccc1,4.7,3.3,4.9,-1,0,i,1.5,1032,i,-10,0.78,-0.21,0.58,-1.1,8%,-0.09,1647,12%
Cc1cc(NC(=O)c2ccccc2F)n(C(C)(C)C)n1,.,.,.,.,.,i,-0.8,1126,.,.,-1.1,-0.025,-0.56,1.6,.,-0.16,1612,.
Cc1nn(-c2ccccc2)c2sc(C(=O)OCc3nnc(-c4ccccc4)o3)cc12,0.7,0.7,7.9,23,22,i,3.6,919,i,-7,1.4,0.0076,1.2,-1.1,-3%,0.25,807,-4%
CCn1nc(C)c(CN2CCCC(CO)(Cc3ccccc3)C2)c1C (stereo unspecified),5.1,2.1,4.0,1,7,i,-3.5,1036,i,-12,0.56,-0.3,0.54,-0.33,-4%,-0.22,1407,3%
Cn1c(=O)c2c(O)cc(=O)n(-c3ccccc3)c2n(C)c1=O,3.0,2.0,5.6,-2,12,.,-2.5,826,i,5,-0.19,-0.096,0.36,-0.3,4%,-0.13,1418,-4%
Cc1c(/C=N/O)sc2ccccc12,.,.,.,.,.,i,3.0,1082,.,.,-0.55,-0.26,0.15,0.66,.,-0.15,1118,.
SMILES,MT stabilizer,MT stabilizer Hoechst-high %,MT stabilizer cytotoxicity %,WT yeast gro inh,WT yeast gro inh mutant strain,Yfh1-depleted yeast,b-catenin transl,b-catenin transl cell count 5 µM,Autophagy HCS,Autophagy HCS cell loss 18 h,Dynein cargo inh,Dynein cargo inh cytoplasmic EGFP,Dynein cargo inh nuclear GR-EGFP,Dynein cargo inh cell count,PMI inhibition,Insulin prom up,Insulin prom up cell count,PMI inhibitors
CC(C)n1c(N2CCN(C(=O)N3CCCCC3)CC2)nc2ccccc21,1.7,1.5,12,8,9,i,-0.8,1250,i,1,-0.05,-0.21,0.25,0.059,8%,0.49,1185,7%
CCOC(=O)c1nc2sc(C)c(C)c2c(=O)[nH]1,4.4,2.3,4.4,12,12,i,.,.,i,4,-0.33,-0.21,0.12,0.15,-9%,.,.,-15%
CC(C)c1nnc(SCC(=O)NCc2ccc3c(c2)OCO3)n1C,4.7,2.2,5.5,2,2,i,-3.3,1201,i,-3,-0.42,-0.22,-0.4,0.88,13%,1,1251,7%
O=c1cc(CO)oc(CN2CCN(c3ccccc3)CC2)c1O,2.6,3.0,9.4,-9,5,i,-3.3,957,i,-4,0.11,-0.17,0.037,-0.24,16%,-0.08,1385,15%
Cc1noc(C)c1S(=O)(=O)N1CCC(Cc2ccccc2)CC1,8.5,1.8,5.3,28,33,i,-1.7,937,i,0,-0.62,-0.14,-0.12,1.3,9%,-0.22,1517,9%
CCOC(=O)C1CCCN(S(=O)(=O)c2c(C)c(C)cc(C)c2C)C1 (stereo unspecified),2.4,1.2,2.2,3,6,i,-3.9,1098,i,0,-0.81,-0.21,-0.39,-0.18,14%,-0.02,1902,14%
CCNc1ccc(C(=O)Nc2ccc3nc(C)sc3c2)cc1[N+](=O)[O-],3.6,3.1,9.4,6,-4,i,2.7,460,i,9,-0.5,-0.25,-0.27,0.49,13%,0.02,1221,8%
COc1ccc(C)cc1S(=O)(=O)N(CC(=O)N1CCCC1)c1ccccc1,1.0,0.3,19,-10,9,i,-0.5,1089,i,0,1.5,-0.28,1.2,0.35,17%,0.02,1341,20%
CC(C)(C)c1ccc(C(=O)Nc2ccccc2NC(=O)c2ccco2)cc1,3.1,1.0,6.9,20,4,i,0.3,572,i,5,-0.17,-0.25,-0.49,-0.39,2%,-1.1,1264,-2%
Cc1nc(N2CCN(Cc3ccccc3)CC2)nc2c1C(=O)CCC2,5.2,2.0,7.9,14,-3,.,3.2,1028,i,-12,-0.89,-0.22,-0.29,1,4%,0.38,1744,9%
Cc1cc(NCCCn2ccnc2)n2nc(-c3ccc(F)cc3)cc2n1,6.0,2.9,1.9,2,10,i,-3.3,1029,i,5,-0.03,0.05,0.3,0.18,-14%,0.28,1681,-9%
O=C1c2nc3cc(-c4ccccc4)[nH]n3c(=O)c2CN1Cc1ccccc1,.,.,.,.,.,i,0.1,1328,.,.,0.061,-0.13,0.36,0.34,.,0.2,1038,.
CCOC(=O)c1cccc(NC(=O)CSc2nc3ccccc3c(=O)n2CCOC)c1,5.9,2.0,4.8,22,3,i,-0.4,1116,i,-4,0.35,0.11,0.8,-0.15,2%,0.01,1137,4%
CCCc1[nH]nc2c1C(c1ccc(OC(=O)c3ccco3)cc1)C(C#N)=C(N)O2 (stereo unspecified),0.9,5.4,8.6,-3,-10,i,3.6,1143,i,2,-0.38,-0.12,-0.11,1.5,5%,-0.13,1190,-1%
COc1ccc(C(=O)OCCN2CCOCC2)cc1OC,2.4,6.8,10,20,-4,i,-1.0,1183,i,-1,-0.12,-0.14,-0.049,0.59,-6%,0.62,1375,1%
COCCCN1C(=O)C(O)=C(C(=O)c2ccco2)C1c1cccc(Br)c1 (stereo unspecified),3.2,2.5,6.5,2,0,i,-0.1,1413,i,-4,-0.045,-0.19,0.15,0.066,7%,0.47,1645,0%

# Screens: PubChem, several laboratories
